TDP2 inh: human TDP2 enzyme inhibitors, primary screen, biochemical, epi absorbance, recombinant enzyme | Tyrosyl-DNA phosphodiesterase 2 (Homo sapiens), O95551 | T5PNP hydrolysis, p-nitrophenol absorbance 415 nm | inhibition, % at 12.8 µM | 370,000 compounds, 0.34% hits;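 active = inhibition above the mean of all tested compounds plus 3 SD, set per campaign, cut at about 25% in these data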;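 also: 0% = DMSO with enzyme and 100% = buffer with substrate but no TDP2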
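Test system: human TDP2 enzyme; Input: 120 nM TDP2 per well; Buffer or medium: Mg2+-containing Tris-HCl buffer, pH 7.5; Reagent: 5 mM T5PNP; Dosing: 12.8 µM single point, 1% DMSO; Incubation: reaction 2 h, 37 °C; Detection: p-Nitrophenol epi absorbance; Read-out: % inhibition relative to enzyme-containing and enzyme-free wells; Replicates: single well per compound.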
MBD2 DNA inh: inhibitors of MBD2 binding to methylated DNA, primary screen, biochemical, TR-FRET, DNA-binding domain, human. Methyl-CpG-binding domain protein 2 (Homo sapiens), Q9UBB5. MBD2 binding to methylated oligonucleotide. inhibition, % at 4.4 µM. 370,000 compounds, 0.31% hits. AID 686964, 2013; in the data active = inhibition above about 13%
LEDGF integ inh: blockers of LEDGF/p75-dependent integrase strand transfer – biochemical, TR-FRET, high throughput, primary screen | TR-FRET IN-LEDGF/p75 DNA integration, Eu/Cy5 | 370,000 compounds, 0.64% hits | inhibition, % at 3.7 µM;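 active = inhibition above the screen-wide mean plus 3 SD, cut at about 13% in these data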;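 also: signal is the Cy5 over europium emission ratio at 671 and 618 nm; 0% = plate median of compound wells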
KLK7 zymogen act: proKLK7 zymogen activators, primary screen, biochemical, fluorescence intensity | Kallikrein-7 (Homo sapiens), P49862 | purified proKLK7, EDANS-DABCYL substrate fluorescence; 100% is mature enzyme control, 0% vehicle | activation, % at 7 µM | 370,000 compounds, 0.9% hits;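 active = activation above the mean of all tested compounds plus 3 SD, computed per campaign excluding outliers beyond control limits, cut at about 13% in these data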
TCR-CD3 inh: inhibitors of human TCR-CD3 interaction, primary screen, biochemical, fluorescence, TAMRA-labeled TCR probe; T-cell receptor (TCR); inhibition, % at 9.4 µM; 360,000 compounds, 0.37% hits; AID 651800, 2012; in the data active = inhibition above about 19%;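 also: recombinant mutant TCR 2C K166C tagged with TAMRA read by polarization; 0% = receptor in buffer alone and 100% = receptor with positive control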
DDE Tn6 FP inh: inhibitors of Tn6 peptide binding to fibrin DD(E), primary screen, biochemical, fluorescence polarization, human fibrin, Tn6 probe | Fibrin DD(E) TRITC-Tn6 fluorescence polarization displacement | inhibition, % at 8.3 µM | 370,000 compounds, 0.21% hits;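 active = inhibition above a per-campaign cutoff: mean of compounds within control limits plus 3 SD, cut at about 15% in these data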;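 also: 0% = median of all compound wells on the plate and 100% = blocking peptide control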
SIAE primary: human SIAE inhibitors, primary screen, biochemical, fluorescence polarization, FP-Rh probe, 1536-well HTS; Sialate O-acetylesterase (Homo sapiens), Q9HAT2; SIAE FP-Rh probe binding; inhibition, % at 9.66 µM; 370,000 compounds, 0.69% hits; AID 1053197, 2014;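 active = inhibition above a cutoff: mean of compounds within the control limits plus 3 SD of those, cut at about 17% in these data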;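 also: 0% = plate median of compound wells and 100% = probe without SIAE protein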
Target sequence (Q9HAT2 whole entry, looked up): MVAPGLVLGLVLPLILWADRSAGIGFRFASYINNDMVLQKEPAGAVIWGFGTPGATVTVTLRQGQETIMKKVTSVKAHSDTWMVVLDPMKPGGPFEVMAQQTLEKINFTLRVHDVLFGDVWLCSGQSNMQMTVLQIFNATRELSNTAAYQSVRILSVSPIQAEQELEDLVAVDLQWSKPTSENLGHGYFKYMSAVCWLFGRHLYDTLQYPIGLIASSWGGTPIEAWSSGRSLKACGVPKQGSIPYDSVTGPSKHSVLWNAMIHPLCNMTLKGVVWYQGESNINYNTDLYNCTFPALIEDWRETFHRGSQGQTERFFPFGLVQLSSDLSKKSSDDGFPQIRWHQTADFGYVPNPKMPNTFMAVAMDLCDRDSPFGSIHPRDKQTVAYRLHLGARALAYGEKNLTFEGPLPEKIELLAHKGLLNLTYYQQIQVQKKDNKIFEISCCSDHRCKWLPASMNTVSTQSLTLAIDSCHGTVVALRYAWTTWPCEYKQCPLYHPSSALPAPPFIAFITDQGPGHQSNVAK
UHRF1 binding: UHRF1 methylated DNA binding inhibitors, primary screen, counter-screen for MBD2 inhibitor project, biochemical, TR-FRET, human UHRF1, single concentration; UHRF1 binding to methylated oligo; E3 ubiquitin-protein ligase UHRF1 (Homo sapiens), Q96T88; AID 687016, 2013; 370,000 compounds, 0.75% hits; inhibition, % at 4.4 µM; in the data active = inhibition above about 21%;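 also: UHRF1 SRA domain binding a hemimethylated CpG hairpin DNA probe; 0% = median of test compound wells and 100% = reference inhibitor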
DDE Tn7 FP inh: inhibitors of Tn7 peptide binding to fibrin DD(E), primary screen, biochemical, fluorescence polarization, human fibrin, Tn7 probe | FP displacement of FITC-Tn7 peptide from fibrin DD(E); 0% = median of compound wells per plate | AID 720508, 2013 | Fibrinogen beta chain (Homo sapiens), P02675 | 370,000 compounds, 0.13% hits | inhibition, % at 8.3 µM;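 active = inhibition above the mean of compounds falling within the control limits plus 3 SD of them, cut at about 14% in these data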;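 also: 0% = plate median of compound wells and 100% = 10 µM Aha-Tn7 peptide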
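Test system: human clot-derived fibrin DD(E) complex / Quantity: 2 µM final DD(E) protein / Incubation: 10 min plus 3 h, room temperature / Measured by: fluorescence polarization / Benchmarks: high control of 10 µM Aha-Tn7 peptide / Replicates: singlicate testing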
PRMT1 FP inh: PRMT1 methyltransferase inhibitors, primary screen, biochemical, fluorescence polarization; Protein arginine N-methyltransferase 1 (Homo sapiens), Q99873; recombinant PRMT1, activity-based probe fluorescence polarization; inhibition, % at 2.79 µM; 370,000 compounds, 1.3% hits; AID 652257, 2013;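 active = inhibition above about 21% made by adding two undisclosed values, limit read from the data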
Target sequence (Q99873 whole entry, looked up): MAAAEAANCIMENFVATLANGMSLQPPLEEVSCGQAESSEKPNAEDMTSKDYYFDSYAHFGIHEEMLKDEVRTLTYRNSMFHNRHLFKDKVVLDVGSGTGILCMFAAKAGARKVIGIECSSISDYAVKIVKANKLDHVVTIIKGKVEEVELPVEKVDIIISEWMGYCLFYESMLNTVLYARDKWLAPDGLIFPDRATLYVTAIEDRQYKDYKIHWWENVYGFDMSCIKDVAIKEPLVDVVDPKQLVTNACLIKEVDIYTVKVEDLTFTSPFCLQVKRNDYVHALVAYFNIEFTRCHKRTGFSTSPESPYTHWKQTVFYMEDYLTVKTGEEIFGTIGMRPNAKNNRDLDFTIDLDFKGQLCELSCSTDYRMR
An asterisk follows results filed as active; / = no result given.

Values in the order – DDE Tn6 FP inh, UHRF1 binding, TDP2 inh, MBD2 DNA inh, PRMT1 FP inh, DDE Tn7 FP inh, TCR-CD3 inh, LEDGF integ inh, SIAE primary, KLK7 zymogen act
CCOC(=O)C1CCN(C(=O)c2ccccc2N(C)S(=O)(=O)c2ccccc2)CC1
    -4, 3, -13, -3, -2, 3, -10, 3, 3, -0.3
Cc1ccc(OCC(=O)Nc2ccc(N3CCN(C(=O)c4ccco4)CC3)cc2)cc1C
    0, 2, -8, 0, 5, 0, -2, -4, -5, -0.4
COc1ccc2nc(NC(=O)CCc3cc(OC)c(OC)c(OC)c3)sc2c1
    2, 2, 5, -3, 0, -2, -5, -2, -5, 0.1
CC1CC(C)CN(C(=O)c2ccncc2)C1 (centres undefined)
    -1, -1, 7, 2, 0, 3, 3, -4, 0, -0.1
O=C(Nc1ccc(F)cc1)OCc1cn(Cc2cccc(F)c2F)nn1
    5, -1, 9, 1, -6, -2, /, 2, -4, 0.2
COC(=O)[C@]12CCCCC=C1N(Cc1ccccc1)C(=O)[C@H](CC(=O)NCCCCc1ccccc1)C2
    2, -4, -6, -2, 1, -2, 3, 3, 1, -0.4
CC(=O)c1c(C)[nH]c(C(=O)NNC(=O)COc2ccc(Cl)cc2C)c1C
    -2, 4, -11, 8, 6, 4, -11, 2, 0, -0.8
CN=CC1=C(O)c2ccccc2C1=O
    4, -3, -5, 5, -1, 3, -9, -1, 10, -0.9
O=C(O)CSc1cc(NS(=O)(=O)c2ccc(Cl)cc2)c2ccccc2c1O
    3, -5, 63*, -15, 44*, 5, 7, 13, 10, -2.6
Nc1nnc(SCc2nc3scc(-c4ccccc4)c3c(=O)[nH]2)s1
    1, 5, -2, 2, 4, 4, 0, 1, -10, 0.2
CC(C(=O)NCC1CCCCC1)N1CCN(S(=O)(=O)c2ccccc2F)CC1 (centres undefined)
    3, 2, -1, 0, 4, 5, -2, -3, 14, 0.3
COc1ccc(C2CC3(CC(C)(C)NC(=O)N3)Oc3cc(O)ccc32)cc1 (centres undefined)
    -10, 5, -3, 6, -2, -1, -5, 0, -2, 0.1
Cc1ccc(C(=O)OCC(=O)NCCNC(=O)COC(=O)c2ccc(C)s2)s1
    8, 30*, 8, -1, -2, -4, -2, 1, 10, 0.4
CCN(CC)CCn1c(NCc2ccccn2)nc2ccccc21
    -8, 3, 5, -3, 1, -2, 0, -4, -4, -0.7
Cc1nc(SCC(=O)NCc2ccccc2)c2c(=O)n(C)c(=O)n(C)c2n1
    0, 0, 3, 6, -4, 3, 2, -1, -4, 0.1
O=C(/C=C/c1ccc(Cl)cc1)Nc1ccc(N2CCOCC2)cc1
    1, -3, 3, -1, -2, -9, 5, -1, 1, 0.7
Cc1ccc(CN(C)CC(=O)Nc2ccccc2C(=O)NC2CC2)o1
    1, 2, 0, -1, 1, 5, 3, 0, 0, -0.2
CC1=C/C(=N\S(=O)(=O)c2ccccc2)C(C(C)C)=CC1=O
    -2, -1, 0, -2, 0, -7, 1, -2, -2, -1.9
CSc1cccc(NC(=O)C2CCCN(S(=O)(=O)c3ccc(F)cc3)C2)c1 (centres undefined)
    6, -2, 3, 1, -1, -3, 6, -3, -5, 0.4
O=C1N/C(=N\N=C\c2cccs2)SC1Cc1ccc(Cl)cc1Cl (centres undefined)
    -1, 3, -6, -1, 2, 9, -2, 0, 0, 0.0
Cc1oc(-c2cc(F)ccc2F)nc1CN1CCN(c2ncnc3ccccc23)CC1
    -6, -3, 10, 8, 2, -6, -1, -3, -1, -0.3
O=S1(=O)NC(C2CC2c2ccccc2)CCO1 (centres undefined)
    -1, 4, 2, 1, 0, -3, -4, 0, -2, 0.7
O=C1/C(=C/c2cccnc2)Sc2ccccc21
    -6, -8, -7, 0, 46*, -3, -15, -2, -11, -0.1
O=C(OCc1nc2ccccc2s1)c1cnccn1
    -1, 2, -4, 1, 2, -7, 8, 1, -5, 0.2
COc1ccc(CC2(CO)CCN(Cc3ccncc3)CC2)cc1
    -1, -1, 2, 3, -1, -7, 0, 0, -2, 0.1
Cc1ccc(C)c(N2CCN(C(=O)CCc3nc(-c4ccccc4C)no3)CC2)c1
    -5, -1, -16, -3, -7, 1, 2, 2, 6, -0.1
COc1ccc(C2=NN(c3ccccc3)C(c3ccc(OC)c(OC)c3)C2)cc1 (centres undefined)
    1, 2, -8, -3, -2, -7, 0, 1, 3, -33
COc1ccc(CCNC(=O)C2CCN(C(=O)c3ccc(Cl)cc3)CC2)cc1OC
    -4, 2, -1, 3, 3, -3, -3, -3, -5, -0.5
CCOC(=O)C1=C(c2ccccc2)O/C(=C(\C(=O)OC)C(F)(F)F)S1
    4, 1, 4, 2, 0, 1, 0, 1, -7, 0.0
COc1cc(NS(=O)(=O)c2ccc(NC(=O)c3ccc(S(=O)(=O)N4CCCCC4)cc3)cc2)ncn1
    1, 7, -11, 5, 2, 0, -6, -6, -6, -0.3

2 neighbouring entries out of the list so far:
Values in the order – DDE Tn6 FP inh, UHRF1 binding, TDP2 inh, MBD2 DNA inh, PRMT1 FP inh, DDE Tn7 FP inh, TCR-CD3 inh, LEDGF integ inh, SIAE primary, KLK7 zymogen act
Cc1oc(-c2cc(F)ccc2F)nc1CN1CCN(c2ncnc3ccccc23)CC1
    -6, -3, 10, 8, 2, -6, -1, -3, -1, -0.3
O=S1(=O)NC(C2CC2c2ccccc2)CCO1 (centres undefined)
    -1, 4, 2, 1, 0, -3, -4, 0, -2, 0.7

The main list resumes, starting 4 compounds before the break.
Values in the order – DDE Tn6 FP inh, UHRF1 binding, TDP2 inh, MBD2 DNA inh, PRMT1 FP inh, DDE Tn7 FP inh, TCR-CD3 inh, LEDGF integ inh, SIAE primary, KLK7 zymogen act
COc1ccc(C2=NN(c3ccccc3)C(c3ccc(OC)c(OC)c3)C2)cc1 (centres undefined)
    1, 2, -8, -3, -2, -7, 0, 1, 3, -33
COc1ccc(CCNC(=O)C2CCN(C(=O)c3ccc(Cl)cc3)CC2)cc1OC
    -4, 2, -1, 3, 3, -3, -3, -3, -5, -0.5
CCOC(=O)C1=C(c2ccccc2)O/C(=C(\C(=O)OC)C(F)(F)F)S1
    4, 1, 4, 2, 0, 1, 0, 1, -7, 0.0
COc1cc(NS(=O)(=O)c2ccc(NC(=O)c3ccc(S(=O)(=O)N4CCCCC4)cc3)cc2)ncn1
    1, 7, -11, 5, 2, 0, -6, -6, -6, -0.3
CCOc1ccc(-n2ccnc2)nn1
    3, 1, -4, 0, 0, -1, 5, 3, -4, 0.1
Fc1ccc2nc3n(c2c1F)CCCCCC3
    -9, -3, -2, -1, 1, 4, 7, -3, -3, -0.1
NS(=O)(=O)c1ccc(CCNC(=O)c2ccc3c(c2)OCO3)cc1
    -1, 8, 0, 10, 12, 3, 2, -4, 3, 0.0
O=C(Nc1ccccc1)N(Cc1ccc2c(c1)OCO2)Cc1nc2ccccc2c(=O)[nH]1
    7, 1, -4, 4, 2, 0, -2, 4, 0, 0.8
O=C(Nc1ccc(S(=O)(=O)Nc2ncccn2)cc1)c1ccc(Br)s1
    1, 5, -11, 10, 1, 1, -1, -3, 3, 0.1
COc1ccccc1N1CCN(CC(=O)Nc2c(C)n[nH]c2C)CC1
    -2, 2, 3, -3, 2, 2, 2, 1, 1, -0.3
O=C(COc1ccccc1Br)NCCC1=CCCCC1
    -3, 1, -3, 5, -2, -1, -2, -4, -1, -0.4
COc1ccc(CN(C)C(=O)CNC(=O)c2ccc3ccccc3c2)c(OC)c1
    -2, 0, -9, 2, -4, -11, -4, 9, -4, 0.0
CC(=O)N1CCN=C1SCc1ccc(C)cc1
    3, 0, -6, -7, -4, -7, 6, 2, -4, 0.0
Cc1cc(C)c(CN2CCN(C(=O)CC[C@H]3O[C@@H](n4ccc(=O)[nH]c4=O)[C@H](O)[C@@H]3O)CC2)c(C)c1
    0, 1, 5, 4, 3, 2, -8, 1, 1, 0.4
CNC(=O)c1ccc(-n2nc(C)cc2-c2ccccc2)cc1
    -5, 2, 4, -1, 0, -4, 3, 3, -1, 0.4
Cc1ccc(S(=O)(=O)N(C)S(=O)(=O)c2ccc(C)cc2)cc1
    7, 0, 10, -4, -3, 2, 10, 0, 2, -0.8
CCNC(=S)N1CCN(CCN=CC2=C(O)CC(C)(C)CC2=O)CC1
    1, -2, 0, -4, -2, -7, 2, 2, -4, -0.4
O=C(O)c1ccc(S(=O)(=O)c2ccc3c(c2)C(=O)N(CC2CCCO2)C3=O)cc1 (centres undefined)
    5, -3, 11, 3, -4, -5, 2, -2, 8, 0.2
Cc1c(O)ccc(/C(Cc2ccc3ccccc3n2)=N\O)c1O
    -5, -3, 7, 3, -2, -7, -4, -1, 52*, 0.0
CC(C)(C)OC(=O)CC[C@@H](C(=O)NCCCCCCCCCCC(=O)N1CCN(C(=O)OC(C)(C)C)CC1)n1cc(CCCCCNC(=O)OC(C)(C)C)nn1
    2, 3, -1, 7, -2, 4, -16, -1, 5, -0.4
Cc1cc(C(=O)NC2CC2)c2ccccc2n1
    10, -2, 9, -3, -3, 4, 6, 0, -2, -0.1
CC(C)C[C@H]1CNC(=O)C(=O)N1C[C@@H]1CCCN1C[C@H](Cc1ccccc1)N1C[C@H](CC(C)C)N(CC2CCCCC2)C(=O)C1=O
    -4, 5, 3, 7, 3, 6, -3, 3, 9, 0.3
CC(=O)c1cccc(CN2CCc3ccc(NC(=O)C4CCCO4)cc3C2)c1 (centres undefined)
    -5, 0, 11, -5, 1, 4, -2, 0, 3, -0.2
COc1ccc(-n2nc(C(=O)NCC(=O)N3CC(C)CC(C)C3)c3ccccc3c2=O)cc1 (centres undefined)
    3, -2, -10, 0, -1, -9, 1, 6, 2, 1.0

Part of the list above, limited to TDP2 inh, TCR-CD3 inh and LEDGF integ inh:
smiles,TDP2 inh,TCR-CD3 inh,LEDGF integ inh
O=C(Nc1ccccc1)N(Cc1ccc2c(c1)OCO2)Cc1nc2ccccc2c(=O)[nH]1,-4,-2,4
O=C(Nc1ccc(S(=O)(=O)Nc2ncccn2)cc1)c1ccc(Br)s1,-11,-1,-3
COc1ccccc1N1CCN(CC(=O)Nc2c(C)n[nH]c2C)CC1,3,2,1

Source: PubChem BioAssay
